5HT1E ag – activates the human 5-HT1E serotonin receptor. P28566. activation, % at 6 µM. CHO 5-HT1E Ga15 NFAT-bla reporter, FRET; 0% DMSO wells, 100% control agonist wells. hit rate 0.69% among 65,000;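 active = activation above a set limit, the screen-wide mean activation plus 3 SD, cut at about 8.5% in these data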;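 also: 100% = positive control agonist at 1 µM giving full maximal response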
Ecoli tolC – blocks growth of E. coli BW25113 tolC mutant | OD615 | growth inhibition, % at 10 µM (by protocol) | hit rate 2.2% among 65,000 | AID 573;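 active = growth inhibition at or above a cutoff equal to the mean over every tested compound plus 3 SD, cut at about 60% in these data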;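 also: growth measured after 20 h incubation at 37 °C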
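Signal: optical density read at 615 nm; Assay system: E. coli ΔtolC::kan strain BW25113; Times: 20 h incubation with compound, 37 °C; Dosing: 10 µM final, single dose.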
5HT1E antag – 5-HT1E (human) receptor antagonism; P28566; AID 571; hit rate 0.99% among 65,000; CHO 5-HT1E Ga15 NFAT-bla reporter, FRET, antagonist; inhibition, % at 6 µM;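 active = inhibition above a set limit, the mean inhibition across every tested compound plus 3 SD, cut at about 29% in these data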;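 also: signal is the 460 over 535 nm emission ratio of beta-lactamase substrate; 0% = agonist plus DMSO wells and 100% = wells without agonist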
RORA act – activators of human nuclear receptor RORA; CHO-K1 Gal4-RORA LBD luciferase reporter, luminescence; percent increase over mock-subtracted basal signal; P35398; AID 560; hit rate 1.5% among 65,000; activation, % at 10 µM;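 active = activation above the mean of all tested compounds plus 3 SD, cut at about 49% in these data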;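 also: 0% = DMSO-treated RORA cells and 100% = added signal equal to DMSO minus mock-transfected cells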
5HT1a ag – activates the human 5-HT1a serotonin receptor; P08908; CHO 5-HT1a Ga15 NFAT-bla reporter, FRET ratio; 0% basal, 100% maximal reference agonist; activation, % at 10 µM; hit rate 0.56% among 65,000; AID 567;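 active = activation above the screen-wide mean activation plus 3 SD, cut at about 19% in these data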;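 also: 0% = DMSO wells and 100% = 5-CT at EC100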
Target sequence (P08908 whole entry, looked up): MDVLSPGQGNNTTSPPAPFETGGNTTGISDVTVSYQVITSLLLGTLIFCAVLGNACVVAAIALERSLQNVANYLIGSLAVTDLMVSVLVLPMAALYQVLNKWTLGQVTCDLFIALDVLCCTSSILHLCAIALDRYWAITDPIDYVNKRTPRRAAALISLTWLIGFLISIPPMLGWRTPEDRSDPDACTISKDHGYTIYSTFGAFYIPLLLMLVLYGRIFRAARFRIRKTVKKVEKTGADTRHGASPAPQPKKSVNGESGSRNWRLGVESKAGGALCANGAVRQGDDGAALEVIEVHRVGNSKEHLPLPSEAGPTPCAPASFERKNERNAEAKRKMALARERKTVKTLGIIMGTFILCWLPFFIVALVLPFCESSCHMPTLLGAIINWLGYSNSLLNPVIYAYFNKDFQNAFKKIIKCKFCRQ
5HT1a antag – antagonists of human 5-HT1a serotonin receptor. AID 612. inhibition, % at 10 µM. hit rate 0.68% among 62,000. CHO 5-HT1a Ga15 NFAT-bla reporter, antagonist mode;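 active = inhibition above the mean of all tested compounds plus 3 SD, cut at about 43% in these data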;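 also: receptor stimulated by 5-CT agonist at 100 nM near EC80; beta-lactamase reporter measured by ratiometric fluorescence of a cleavable substrate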
NADH coupling – inhibitors of enzymes used to reach an NAD/NADH endpoint. coupled PK/LDH NADH assays, four targets. IC50, µM (highest dose often 10 µM), inactives show at the top dose inhibition. hit rate 0.02% among 65,000;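 active = single-dose screening hits from any of four coupled enzyme assays that gave an IC50 when retested across doses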;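 also: the DPM-DC format reads NADH fluorescence rather than 340 nm absorbance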
SF-1 act – activators of human nuclear receptor SF-1 | Q13285 | CHO-K1 Gal4-SF-1 LBD luciferase reporter; % increase over DMSO SF-1-specific signal | activation, % at 10 µM | hit rate 1.9% among 65,000;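 active = activation above the mean activation of all tested compounds plus 3 SD, cut at about 50% in these data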
Target sequence (Q13285 whole entry, looked up, the tested form may be a part): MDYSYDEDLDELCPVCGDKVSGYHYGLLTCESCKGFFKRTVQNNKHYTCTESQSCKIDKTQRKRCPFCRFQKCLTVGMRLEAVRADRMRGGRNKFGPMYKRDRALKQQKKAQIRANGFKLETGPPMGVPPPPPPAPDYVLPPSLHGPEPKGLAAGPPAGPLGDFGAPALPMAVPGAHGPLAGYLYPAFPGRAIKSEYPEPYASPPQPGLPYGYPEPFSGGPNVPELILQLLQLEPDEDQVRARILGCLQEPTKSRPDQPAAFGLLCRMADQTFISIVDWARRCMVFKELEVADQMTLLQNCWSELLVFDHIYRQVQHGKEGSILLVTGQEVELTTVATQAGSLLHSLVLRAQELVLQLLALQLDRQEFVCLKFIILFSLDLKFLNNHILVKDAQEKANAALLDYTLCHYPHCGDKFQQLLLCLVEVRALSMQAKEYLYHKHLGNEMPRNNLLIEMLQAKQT
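Assay system – CHO-K1 cells with Gal4–hSF-1 LBD chimera plus Gal4-driven luciferase · Quantity – 4,000 cells per well · Times – compound added 1 h post-seeding, 20 h exposure at 37 °C, 5% CO2 · Measured by – luciferase light emission · Benchmarks – DMSO and mock-transfected background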
MMP-13 inhibitor – inhibitors of human MMP13 | MMP-13 fTHP FRET cleavage, Mca fluorescence | AID 570 | inhibition, % at 4 µM | P45452 | hit rate 0.07% among 65,000;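 active = inhibition above the mean of compound-free control plate wells plus 3 SD, cut at about 14% in these data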;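 also: 0% = DMSO wells and 100% = wells with reference MMP-13 inhibitor after basal subtraction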
An asterisk follows results filed as active; i = inactive; / = no result given; [ ] = dose if it differs, or a comment. No enrichment for hits; any-hit rate near 7.2%.

Preview, six compounds:
no.	SMILES	5HT1E ag	Ecoli tolC	5HT1E antag	RORA act	5HT1a ag	5HT1a antag	NADH coupling	SF-1 act	MMP-13 inhibitor
1	CCOC(=O)C(C(=O)OCC)c1cc(Br)c2noc3c2c1C(=O)c1ccccc1-3	0.1	5	32*	-26	-3.9	48*	4%	-23	7
2	CSCCC1NC2(C(=O)Nc3c(Cl)cccc32)[C@@H]2C(=O)N(C3CCCC3)C(=O)[C@H]12 (some centres undefined)	-1.7	25	-17	-1	1.9	-25	10%	11	-4
3	COc1cc2[nH]c(=O)n(CCC(=O)N3CCN(c4cccc(C)c4C)CC3)c(=O)c2cc1OC	0.1	17	-6	4	0.3	-1	2%	0	7
4	O=C1c2cccnc2C(O)N1Cc1ccccc1 (centres undefined)	0.3	-8	3	2	-3.6	-6	7%	10	-7
5	Fc1cc(F)c2nc(N3CCCCC3)sc2c1	0.1	-2	-4	32	-5.5	-1	6%	65*	3
6	CC(=O)c1cccc(-n2nnnc2SCC(=O)Nc2ccccc2N2CCCCC2)c1	-1.2	41	12	14	-1.9	11	8%	-6	-4

Results, repeating the preview:
no.	SMILES	5HT1E ag	Ecoli tolC	5HT1E antag	RORA act	5HT1a ag	5HT1a antag	NADH coupling	SF-1 act	MMP-13 inhibitor
1	CCOC(=O)C(C(=O)OCC)c1cc(Br)c2noc3c2c1C(=O)c1ccccc1-3	0.1	5	32*	-26	-3.9	48*	4%	-23	7
2	CSCCC1NC2(C(=O)Nc3c(Cl)cccc32)[C@@H]2C(=O)N(C3CCCC3)C(=O)[C@H]12 (some centres undefined)	-1.7	25	-17	-1	1.9	-25	10%	11	-4
3	COc1cc2[nH]c(=O)n(CCC(=O)N3CCN(c4cccc(C)c4C)CC3)c(=O)c2cc1OC	0.1	17	-6	4	0.3	-1	2%	0	7
4	O=C1c2cccnc2C(O)N1Cc1ccccc1 (centres undefined)	0.3	-8	3	2	-3.6	-6	7%	10	-7
5	Fc1cc(F)c2nc(N3CCCCC3)sc2c1	0.1	-2	-4	32	-5.5	-1	6%	65*	3
6	CC(=O)c1cccc(-n2nnnc2SCC(=O)Nc2ccccc2N2CCCCC2)c1	-1.2	41	12	14	-1.9	11	8%	-6	-4
7	CCOC(=O)CC(=O)CSc1nc(N)c(C#N)c(-c2ccc(F)cc2)c1C#N	-0.1	7	10	4	-0.6	/	9%	-6	-1
8	CC1CCN(C(=O)CSc2ccc3nnc(-c4ccc(F)cc4)n3n2)CC1	-0.7	-10	0	-12	-1.7	-1	5%	2	-3
9	COc1ccc(S(=O)(=O)Cc2ccc(C(=O)N3CCN(c4cccc(C)c4)C(C)C3)o2)cc1 (centres undefined)	1.1	13	19	55*	2.0	15	10%	28	-3
10	CCOC(=O)CN1CC23C=CC(O2)C(C(=O)NCc2ccccc2OC)C3C1=O (centres undefined)	-0.4	1	8	-6	-1.7	11	7%	-10	2
11	O=C(NCCC1=CCCCC1)C1CCCN(S(=O)(=O)c2cnc[nH]2)C1 (centres undefined)	0.5	-15	-5	-14	-3.0	-7	3%	-1	1
12	CCOC(=O)c1cc2c(=O)n3cccc(C)c3nc2n(C)c1=N	0.9	6	3	-8	3.6	/	3%	4	i[fluorescence artefact?]
13	c1ccc(CSc2nnc(-c3c[nH]c4ccccc34)o2)cc1	0.2	-2	2	80*	-1.5	20	7%	46	4
14	COc1ccc(OCC2CNC(=O)O2)cc1 (centres undefined)	-0.5	-12	-7	8	-0.1	0	0%	-6	1
15	Cc1ccc(CC(=O)N2CCC(c3nc4c(nnn4Cc4ccccc4)c(=O)[nH]3)CC2)cc1	1.6	21	3	-12	-0.2	-8	4%	-5	4
16	CN=C(Nc1cc(C)nn1-c1ccccc1)c1ccccc1	-0.5	0	4	18	-0.6	6	4%	18	0
17	CCN1CCCC1CNC(=O)Cn1cccc1C(=O)c1ccccc1 (centres undefined)	0.3	-10	-3	-8	-1.9	-3	2%	1	0
18	Cc1nnc(NC(=O)C2CCN(c3cnccn3)CC2)s1	-0.7	-13	6	-5	1.5	4	7%	0	2
19	CCOc1ccc(-c2nc(S(=O)(=O)c3ccccc3)c(NCc3cccnc3)o2)cc1	3.1	0	-13	-7	13	-21	2%	-14	10
20	COc1ccc(-n2c(=O)[nH]cc(C(=O)Nc3ccc4c(c3)OCCO4)c2=O)cc1	-0.9	32	-2	-18	-2.8	7	3%	0	6
21	O=C(O)Cc1coc(-c2ccc(F)cc2)n1	-0.5	-25	-5	-2	-3.0	-18	8%	-14	2
22	CCn1c(SCC(=O)c2ccc(O)c(O)c2)nnc1-c1ccccc1OC	0.9	/	3	-3	-2.8	12	13%	-5	-1
23	CCCC1(c2ccccc2)NC(=O)N(CC(=O)c2[nH]c(C)c(C(=O)OCC)c2C)C1=O (centres undefined)	2.5	23	-15	-4	9.3	6	6%	20	10
24	O=C(NCCCn1ccnc1)C1CC(c2cccc(Br)c2)=NO1 (centres undefined)	-1.4	-7	4	-16	-0.2	-13	4%	-8	4
25	Cc1cc(NC(=O)CCN2C(=O)c3ccccc3C2=O)no1	-0.9	-9	7	6	-1.5	13	4%	0	6
26	Cc1ccc(-n2nc3c(c2NC(=O)c2ccc(OC(C)C)cc2)CS(=O)C3)cc1 (centres undefined)	0.1	1	3	-3	-1.8	4	5%	17	-6
27	O=S(=O)(c1ccc2c(c1)oc1ccccc12)N1CCOCC1	-1.0	7	7	-2	-0.3	3	3%	7	1
28	CCCc1cc(=O)[nH]c(SCC(=O)c2ccc(S(=O)(=O)N3CCCC3)cc2)n1	-0.6	4	-2	-6	-1.4	5	6%	-18	-4
29	CCC(C)(C)N1CC(=O)N(Cc2ccccc2)C(c2ccc(OC)cc2)C1=O (centres undefined)	2.1	9	4	4	1.8	3	4%	-6	-1
30	COc1ccc(C(CNC(=O)c2ccc3c(c2)C(=O)N(CCC(C)C)C3=O)N2CCOCC2)cc1 (centres undefined)	-0.8	6	7	-2	-0.8	3	6%	-5	-3
31	Cc1ccc(CCN2CC(C(=O)NCCCN3CCCCCC3)CC2=O)cc1 (centres undefined)	-0.8	-10	-10	14	-1.3	-2	5%	12	0
32	COc1ccc(N2CCN(C(=O)c3ccc(-n4nc(C)cc4C)cc3)CC2)cc1	-0.2	16	4	-6	2.2	7	2%	4	1
33	Cc1nc(SCC(=O)O)c2oc3ccccc3c2n1	-1.1	-15	4	-4	-3.7	-7	6%	20	1
34	COc1ccccc1NC(=O)c1nnn(CC(=O)Nc2ccccc2)c1N	0.0	-5	-4	17	-2.3	8	2%	-20	2
35	COc1ccc2cc(CN(Cc3ccco3)C(c3nnnn3C3CCCCC3)C(C)C)c(=O)[nH]c2c1 (centres undefined)	-1.6	6	0	7	-0.5	6	3%	-7	4
36	C=CCNc1ncnc2c1cnn2-c1cccc(C)c1	-0.9	4	15	55*	-0.9	16	6%	42	-15
37	CCCOc1ccc(CSc2nnc(CCC)n2N)cc1	0.4	-3	-3	21	-2.1	12	5%	1	-9
38	Cn1nc(CC(=O)Nc2cccc3ncccc23)c2ccccc2c1=O	-0.1	-5	4	-14	-0.1	15	4%	-6	1
39	CCOC(=O)C1CCCCN1Cc1ccc(F)c(Br)c1 (centres undefined)	-1.4	1	8	-3	-0.5	21	15%	-2	3
40	C=CCN1C2CCCC1CC(NC(=O)Nc1cccc(C(C)=O)c1)C2 (centres undefined)	0.8	-16	-4	2	-0.4	0	6%	-8	-3
41	CN1C(=O)CC(N2CCN(CCN=CC3=C(O)CC(C)(C)CC3=O)CC2)C1=O (centres undefined)	0.1	-17	-4	8	-1.1	55*	5%	5	3
42	COC(=O)c1cc(Br)c(=O)n(-c2ccccn2)c1	-0.6	-12	0	-8	0.1	0	6%	1	-3
43	COc1ccc(OCC(=O)Nc2cccc(-c3nc4ccccc4o3)c2)cc1	0.1	9	8	57*	-0.8	11	0%	44	4
44	CCN1CCN(C(=O)c2cc3c(-c4ccc(Cl)cc4)nn(C)c3s2)CC1	4.1	2	-7	-5	1.5	8	8%	34	-10
45	COc1ccc(-c2noc(CSc3nc(N)c(-c4ccccc4)c(=O)[nH]3)n2)cc1	0.4	12	8	-5	1.4	6	4%	6	0
46	O=C(Cn1c(=O)sc2ccccc21)N1CCOCC1	0.3	-14	-15	-8	-0.7	4	9%	-10	3
47	CCCC(C)C(=O)NCc1ccccc1OC (centres undefined)	-0.5	-4	6	15	0.2	0	1%	2	-5
48	CC(=O)c1cccc(NC(=O)CCNS(=O)(=O)c2cccc(C(C)=O)c2)c1	-0.3	-2	-4	-5	-0.2	5	5%	-1	2
49	O=C(O)c1ccc2cc[nH]c2c1	1.3	-22	-13	-2	-3.2	-8	8%	-5	-16
50	CC1=C(C(=O)OC(C)C)C(c2c[nH]c3ccccc23)n2ncnc2N1 (centres undefined)	0.7	99*	0	2	-0.5	-25	6%	12	4
51	COC(=O)[C@@H](NC(=O)N1CCN(c2cccc(C(F)(F)F)c2)CC1)C(C)C	-0.1	13	-1	6	-1.7	-4	15%	-13	6
52	CC(C)CC(NC=C1C(=O)OC(C)(C)OC1=O)C(=O)O (centres undefined)	3.9	-10	-7	-14	-2.9	-2	5%	-6	6
53	C=CCN(C(=O)Cn1nnc2ccccc21)C(C(=O)NCCOC)c1ccc(OC)cc1OC (centres undefined)	0.8	1	4	-25	0.0	0	8%	4	-2
54	CCCNC(=O)C(NS(=O)(=O)c1cccc2nsnc12)c1ccccc1 (centres undefined)	0.8	-14	-6	-6	-4.3	-13	5%	-8	7
55	COc1ccccc1CNc1nc2ccccc2n1CCN1CCCCC1	-0.6	43	11	3	0.4	35	3%	-5	-4

Screening results (PubChem BioAssay)
